From PubChem BioAssay
mHTT CaM bind – inhibitors of human mutant huntingtin-calmodulin interaction; P42858; AlphaScreen His-mHTT/GST-CaM binding, luminescence; inhibition, % at 15 µM; 3.6% of 190,000 active; AID 1671202;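 further: 0% = both proteins with DMSO and 100% = one protein alone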
Pf apPOL block – Pf-apPOL DNA polymerase inhibition; 0.25% of 210,000 active; Recombinant Pf-apPOL, molecular beacon fluorescence, 1.5 h; inhibition, % at 10 µM
Starred values were filed as active, the others as inactive; i = inactive; . = no result given; ! = repeats disagree. No stated cut-off is given here; in the data, active means inhibition above about 50%; inactive means the rest. A portion of the library, so the mix of outcomes need not match the whole.

SMILES	mHTT CaM bind	Pf apPOL block
O=C(NCc1ccsc1)C(=O)NC1CCCCCC1	-15	-4
COc1ccc(C(=O)CC(=O)c2ccc(OC)cc2)cc1	28	0
Cc1cc(I)ccc1NCC(=O)NN	-2	4
CN(C)c1nc(N)nc(CN(c2ccc(F)cc2)S(C)(=O)=O)n1	-3	.
CCOc1ccc(NC(=O)c2ccnc(N3CCC(C(=O)N4CCOCC4)CC3)c2)cc1	-1	4
COc1cc2c(cc1OC)C(C)N(c1ncnc(N)c1[N+](=O)[O-])CC2 (configuration not stated)	4	-1
S=c1nccc(-c2ccc(Cl)cc2)[nH]1	.	14
CC(C)c1n[nH]c(C2CCCN2Cc2cn[nH]c2-c2cccs2)n1 (configuration not stated)	6	2
CCOc1ccc(CN2C(=O)c3ccccc3C2C(=O)NCCc2ccc(OC)c(OC)c2)cc1 (configuration not stated)	35	-11
COc1ccccc1-c1noc(C2CCCN2C(=O)c2ccc(NC(C)=O)cc2)n1 (configuration not stated)	-5	-2
COc1cc(C)c(NC(=O)c2ccc(F)cc2)cc1C(C)C	-7	-6
COc1ccc(Cl)cc1N(CC(=O)Nc1cccnc1)S(=O)(=O)c1ccccc1	22	1

Some values from the entries so far.
COc1ccccc1-c1noc(C2CCCN2C(=O)c2ccc(NC(C)=O)cc2)n1 (configuration not stated) – Pf apPOL block: -2
CC(C)c1n[nH]c(C2CCCN2Cc2cn[nH]c2-c2cccs2)n1 (configuration not stated) – mHTT CaM bind: 6
CCOc1ccc(NC(=O)c2ccnc(N3CCC(C(=O)N4CCOCC4)CC3)c2)cc1 – mHTT CaM bind: -1
CN(C)c1nc(N)nc(CN(c2ccc(F)cc2)S(C)(=O)=O)n1 – mHTT CaM bind: -3

Next results
SMILES	mHTT CaM bind	Pf apPOL block
O=C(NCc1cccc(F)c1)c1c(O)c2ccccc2[nH]c1=O	3	1
CC(=O)Nc1cc(C(=O)NCc2ccc(F)cc2)ccc1Nc1cccc(Cl)c1	30	0
COc1ccc(OC)c(N2CC(O)(c3ccc(OC)c(OC)c3)[N+]3=C2CCCCC3)c1 (configuration not stated)	4	3
Nc1cc(=O)[nH]c(=S)n1C1CC1	-4	.
CCn1c(N2CCCC(C(=O)Nc3cccc(OC)c3)C2)cc(=O)n(C)c1=O (configuration not stated)	11	-5
O=C(Nc1cc(F)ccc1F)N1CCC(N2CCN(Cc3ccc(F)cc3)C2=O)CC1	6	-10
OC1(C(F)(F)F)CC(c2ccc3ccccc3c2)=NO1 (configuration not stated)	.	-6
CS(=O)(=O)N1CCc2ccc(NC(=O)Nc3ccccc3)cc21	-4	-1
CSc1ccc(-c2noc(-c3ncn4c3COC(c3ccc(F)cc3)C4)n2)cc1 (configuration not stated)	5	-1
C=CCN(c1ccccc1)S(=O)(=O)c1ccc2[nH]cc(C(=O)NCCOC)c(=O)c2c1	50*	-10
CCOCC(=O)NCC1(c2ccccc2)CCOCC1	-18	0
O=C(Cc1cccs1)N1CCc2[nH]nc(-c3ccccc3)c2C1	-3	-3
Cc1c(Br)c(=O)oc2c(Br)c(O)ccc12	1	-18
COc1ccccc1C1C2=C(CC(C)(C)CC2=O)Nc2ncnn21 (configuration not stated)	-2	0
O=c1c2c(nc3cc[nH]n13)CN(S(=O)(=O)c1cccs1)CC2	6	0
O=C(Nc1cccc(F)c1)c1ccc(I)cc1	-4	-8
CCS(=O)(=O)N1CCC(OCc2nc(-c3cnccn3)no2)CC1	-10	0
COc1ccc(/C=c2\sc3n(c2=O)CN(c2ccccc2)CN=3)cc1OC	19	-9
CCOC(=O)CCC(=O)Nc1nnc(-c2ccc(OC(F)(F)F)cc2)o1	47	-10
O=C1CSC2(C(=O)Nc3ccccc32)N1c1ccc(Cl)cc1 (configuration not stated)	5	-4
CCOc1ccc(-c2cc(OCC)c3c(C)oc(C)c3c(=O)c2)cc1	45	1
CC1(C(=O)NC2CCCC2)CCC(=O)N1Cc1ccc2c(c1)OCO2 (configuration not stated)	-4	-18
Cn1nccc1C(=O)N1CCCC(C)(C(=O)NCc2cccc(F)c2)C1 (configuration not stated)	-3	6
COc1cc(C)c(S(=O)(=O)N2CCN(c3ccccc3)CC2)cc1C	-3	-9
Cc1ccc(NC(=O)C2(C)Oc3cccnc3NC2=O)cc1F (configuration not stated)	-7	-6
COc1ccc(NC(=O)C2CCCN(c3nnc4c(Cl)cccn34)C2)cc1OC (configuration not stated)	6	1
Cc1ccc(-n2cnc3cc(C(=O)NCCN4CCOCC4)ccc32)cc1Cl	23	26
CN(N=CC=NNc1ccccc1)c1ccc(Cl)cc1[N+](=O)[O-]	.	3
COc1ccc(CNC(=O)OCCN2CCN(S(=O)(=O)c3ccc(C)cc3)CCC2=O)cc1	29	-3
CCc1ccc(NC(=O)C2(C)Oc3cccnc3N(CC)C2=O)cc1 (configuration not stated)	-8	6
O=C(c1ccc(OCC2CCCN(C(=O)c3ccco3)C2)cc1)N1CCOCC1 (configuration not stated)	-7	-3
Cc1ccc(OCC(O)CN2CCN(c3ccccc3)CC2)c(C)c1 (configuration not stated)	14	2
COc1ccccc1N1CCN(C(=O)c2cccc(Br)c2)C(C)C1=O (configuration not stated)	-1	1
Cc1cc(C)cc(NC(=O)N2CCc3cn(C)c4cccc(c34)C2)c1	4	-9
Cc1ccc(NC(=O)Cc2nc(-c3cccnc3)n[nH]2)c(C)c1	2	-2
COc1ccc(C(=O)N2CCC3(CC2)NC(=O)N(Cc2ccc(F)cc2)C3=O)cc1F	19	-3
O=C1c2ccccc2NC(c2ccccc2O)N1O (configuration not stated)	21	-3
CCC(C(=O)Nc1ccc(S(=O)(=O)Nc2ncccn2)cc1)c1ccccc1 (configuration not stated)	-8	4
CSc1cccc(NC(=O)Cc2csc(NC(=O)C3CCC(=O)N3)n2)c1 (configuration not stated)	-4	-1
COc1cc(NC(=O)c2cccc(OC(C)C)c2)c(OC)cc1Cl	-7	-4
O=C(C1CC1)N1CCc2cc(Br)cc(S(=O)(=O)NCCCN3CCOCC3)c21	4	-6
Cc1cc(NC(=O)C2CCN(C(=O)NCc3ccc(F)cc3)CC2)no1	-11	0
O=C(CN1C(=O)c2ccccc2C1=O)N1CCc2ccccc2C1	-13	-8
CCOC(=O)CSc1ccc(C(=O)O)c2c(C(=O)O)cccc12	.	0
Cc1cc2c(C(C)C)c(O)c(O)c(C=O)c2c(O)c1-c1c(C)cc2c(C(C)C)c(O)c(O)c(C=O)c2c1O	.	88*!
COc1ccccc1C1C(C#N)=C(C(C#N)C#N)NC(O)(C2CC2)C1[n+]1ccc(C)cc1 (configuration not stated)	1	-14
Cc1ccc(-c2nnc(Cc3nc(C(C)(C)C)no3)o2)cc1	-10	-2
Fc1ccc(/C=N/N2CCN(C3c4ccccc4-c4ccccc43)CC2)cc1	i	.

Seven entries already listed, sorted by length of the SMILES, falling.
SMILES	mHTT CaM bind	Pf apPOL block
COc1ccccc1C1C(C#N)=C(C(C#N)C#N)NC(O)(C2CC2)C1[n+]1ccc(C)cc1 (configuration not stated)	1	-14
CCC(C(=O)Nc1ccc(S(=O)(=O)Nc2ncccn2)cc1)c1ccccc1 (configuration not stated)	-8	4
Fc1ccc(/C=N/N2CCN(C3c4ccccc4-c4ccccc43)CC2)cc1	i	.
CSc1cccc(NC(=O)Cc2csc(NC(=O)C3CCC(=O)N3)n2)c1 (configuration not stated)	-4	-1
COc1cc(NC(=O)c2cccc(OC(C)C)c2)c(OC)cc1Cl	-7	-4
Cc1ccc(-c2nnc(Cc3nc(C(C)(C)C)no3)o2)cc1	-10	-2
O=C1c2ccccc2NC(c2ccccc2O)N1O (configuration not stated)	21	-3

(more compounds)
SMILES	mHTT CaM bind	Pf apPOL block
CC(=O)SC1CC2=CC(=O)CC[C@]2(C)C2CC[C@@]3(C)C(CC[C@@]34CCC(=O)O4)C12 (some centres not stated)	.	7
COCc1cc(C)nc2sc(-c3nc4ccccc4[nH]3)c(NC(=O)c3ccccc3)c12	-1	-7
O=C(Nc1ccc(S(=O)(=O)Nc2cnc3ccccc3n2)cc1)c1ccc(F)cc1	-3	-7
CCNC(=O)N1CC(c2nc(-c3ccc(F)cc3)no2)C2(CCOCC2)C1 (configuration not stated)	-1	-5
COc1ccc(Nc2ncc3c(n2)CCN(Cc2cccc(F)c2F)C3)cc1	2	-5
CC1(c2ccccc2)CC(C)(C)N(C(=O)CN2C(=O)c3ccccc3C2=O)c2ccccc21 (configuration not stated)	3	-2
CCC(C)NC(=O)c1nc(N2CCCC2)c2c(C)cc(C)nc2n1 (configuration not stated)	-11	0
N#Cc1c(NC(=O)CNS(=O)(=O)c2cccc(Cl)c2)sc2c1CCCC2	0	-3
CC1CCN(CC(O)COc2ccc(C(C)(C)C)cc2)CC1 (configuration not stated)	-4	-1
CC12CC(=O)C(C)(C1)C1C(=O)N(c3ccccc3)C(=O)C12 (configuration not stated)	-1	-4
COc1ccc(-c2csc3c(=O)n(CC(=O)N(C)c4ccccc4)cnc23)cc1	-17	-5
COc1ccc2c(C)cc(SCC(=O)Nc3c(C)cccc3C)nc2c1	-5	-2
COc1ccccc1Cn1c(-c2ccccc2)cn2c3c(=O)n(C)c(=O)n(C)c3nc12	1	0
Cc1ccc(C)c(C(=O)N2CCC(c3nc(C(=O)N4CCCC4)c(C)o3)CC2)c1	3	0
CCCC(=N)C1=C(O)CC(CC(C)SCC)CC1=O (configuration not stated)	6	-3
COc1cccc(/C=C(\C#N)c2nc3ccccc3n2C)c1OC	-7	-4
COc1ccc(S(=O)(=O)N2CCN(S(=O)(=O)c3ccccc3[N+](=O)[O-])CC2)cc1	0	-10
Cn1nccc1NC(=O)CCc1ccccc1	.	-6
CC(=O)N(C)c1ccc(NC(=O)C23CC4CC(C2)CC(n2cnc(Cl)n2)(C4)C3)cc1	3	6
O=C(NCc1ccccc1Cl)C(=O)Nc1ccc(N2CCCS2(=O)=O)cc1	1	-6
CNCC(=O)N1CCC(c2nncn2Cc2ccccc2)CC1	-13	0
COc1ccc2nc(N3CCCC(C(=O)NCc4cccs4)C3)sc2c1 (configuration not stated)	7	-11
Cc1ccc(S(=O)(=O)N2CCN(C(=O)COc3ccccc3)C2c2ccccc2)cc1 (configuration not stated)	-4	-2
CCCCC1(C)OC(=O)C(=Cc2ccc(N(C)C)cc2)C(=O)O1 (configuration not stated)	24	3
Cn1cnnc1SCCNS(=O)(=O)c1cccc([N+](=O)[O-])c1	0	-6
Cc1noc(C2(NC(=O)c3ccc(C(F)(F)F)cc3)CCCCC2)n1	-6	-6
COCc1cc(C)nc2sc(C(=O)N(c3ccccc3)c3ccccc3)c(-n3cccc3)c12	5	-4
CC(=O)Nc1cc(C)nc2ccccc12	-5	-8
Cc1ccc(Cn2cc(CN(C(C)(C)C)S(=O)(=O)c3ccccc3Br)nn2)cc1	-4	-8
CCN1CCN(C(=O)c2ccn3c(-c4cccc(Cl)c4)nnc3c2)CC1	2	-2
Cc1ccc(-n2c(=O)n(CC(C)C)c(=O)c3c2ncn3C(C)C)c(C)c1	21	-3
CN(C)CCN(C)CC1CC=CCC1 (configuration not stated)	-4	2
COc1ccc(OC)c(/C=C2N=C(/C=C/c3ccccc3OC)OC/2=O)c1	4	-4
COc1ccccc1CNC(=O)C1CCCN(C(=O)c2cc(C)cc(C)c2)C1 (configuration not stated)	2	-1
O=C(Nc1c2c(nn1-c1ccc([N+](=O)[O-])cc1)CSC2)c1c(F)cccc1F	16	-96

Some of the entries so far, with values under each structure:
Below each compound – mHTT CaM bind | Pf apPOL block
> CN(C)c1nc(N)nc(CN(c2ccc(F)cc2)S(C)(=O)=O)n1
    -3 | .
> CCN1CCN(C(=O)c2ccn3c(-c4cccc(Cl)c4)nnc3c2)CC1
    2 | -2
> COc1cccc(/C=C(\C#N)c2nc3ccccc3n2C)c1OC
    -7 | -4
> CC1(C(=O)NC2CCCC2)CCC(=O)N1Cc1ccc2c(c1)OCO2 (configuration not stated)
    -4 | -18
> N#Cc1c(NC(=O)CNS(=O)(=O)c2cccc(Cl)c2)sc2c1CCCC2
    0 | -3
> CC12CC(=O)C(C)(C1)C1C(=O)N(c3ccccc3)C(=O)C12 (configuration not stated)
    -1 | -4
> Cc1c(Br)c(=O)oc2c(Br)c(O)ccc12
    1 | -18

Looked up by compound from the list above:
SMILES	mHTT CaM bind	Pf apPOL block
O=C(Nc1c2c(nn1-c1ccc([N+](=O)[O-])cc1)CSC2)c1c(F)cccc1F	16	-96
COCc1cc(C)nc2sc(C(=O)N(c3ccccc3)c3ccccc3)c(-n3cccc3)c12	5	-4
CCN1CCN(C(=O)c2ccn3c(-c4cccc(Cl)c4)nnc3c2)CC1	2	-2
